V-ATPase pH: alters yeast V-ATPase proton transport. hit rate 0.37% among 350,000. S. cerevisiae, pHLuorin cytosolic pH fluorescence. response, % at 10 µM. AID 504577; in the data active = response mostly above about 7.3%, no sharp cut-off; inactive = mostly below about 5.4%; also: actives read high; inactives centre near 0; some compounds called inactive have numbers as strong as hits; reference of the scale not given here
OPRM1-OPRD1 inv: mu-delta opioid heterodimer inverse agonism | inhibition, % at 9.3 µM | cell-based MOR-DOR heterodimer luminescence | hit rate 0.21% among 340,000; in the data active = inhibition above about 22%, passing the limit was not always enough;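 also: 0% = cells with DMSO and 100% = wells without cells with DMSO; values of inactives mirror those of a sister screen read the other way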
Target sequence (P35372 whole entry, looked up): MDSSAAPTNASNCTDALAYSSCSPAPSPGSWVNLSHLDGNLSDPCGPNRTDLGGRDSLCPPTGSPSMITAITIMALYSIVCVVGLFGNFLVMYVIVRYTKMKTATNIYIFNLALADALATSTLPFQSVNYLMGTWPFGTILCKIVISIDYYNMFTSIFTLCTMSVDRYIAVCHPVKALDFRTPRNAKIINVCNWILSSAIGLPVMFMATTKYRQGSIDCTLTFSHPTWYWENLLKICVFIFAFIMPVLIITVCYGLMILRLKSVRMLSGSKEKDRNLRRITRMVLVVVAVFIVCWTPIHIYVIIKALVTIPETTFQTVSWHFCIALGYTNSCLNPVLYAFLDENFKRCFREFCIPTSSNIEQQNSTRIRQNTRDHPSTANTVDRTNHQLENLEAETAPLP
Target sequence (P41143 whole entry, looked up): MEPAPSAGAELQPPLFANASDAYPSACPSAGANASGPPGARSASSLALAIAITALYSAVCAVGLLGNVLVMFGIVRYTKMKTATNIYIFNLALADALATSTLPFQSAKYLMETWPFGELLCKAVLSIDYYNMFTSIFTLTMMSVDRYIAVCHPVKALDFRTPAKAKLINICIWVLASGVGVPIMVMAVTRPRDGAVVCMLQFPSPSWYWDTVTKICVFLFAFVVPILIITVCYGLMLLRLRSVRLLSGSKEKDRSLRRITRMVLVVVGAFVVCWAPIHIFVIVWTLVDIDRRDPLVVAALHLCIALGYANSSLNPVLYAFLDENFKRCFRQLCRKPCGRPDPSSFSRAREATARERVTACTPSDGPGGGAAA
Keap1 Nrf2 FP: disrupts human Keap1 binding to Nrf2 peptide; Q14145; Keap1 Kelch-Nrf2 peptide fluorescence polarization, 1536-well; inhibition, % at 9.4 µM; hit rate 0.15% among 340,000; AID 504523; in the data active = inhibition above about 12%;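 also: human Keap1 Kelch domain with fluorescein labeled Nrf2 9mer peptide probe; 0% = neutral control wells and 100% = peptide positive control; higher means more block of Keap1 binding to Nrf2 peptide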
RTF Ca sens inh: cardiac RTF calcium desensitization | P19429+P45379 | IANBD-labeled cardiac RTF, Ca2+ fluorescence | inhibition, % at 7.15 µM | hit rate 0.12% among 340,000 | AID 493244;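 active = inhibition above the mean inhibition of all tested compounds plus 3 SD, cut at about 17% in these data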;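 also: assay run at fixed EC70 calcium of 1.6 mM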
HTR5A inv ag: counter-screen for OPRM1-OPRD1 inverse agonists: human HTR5A inverse agonism | HTR5A cell line, luminescence | inhibition, % at 9.3 µM | hit rate 0.083% among 340,000 | AID 504634; in the data active = inhibition mostly above about 23%, no sharp cut-off; inactive = mostly below about 18%;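 also: 0% = cells with DMSO and 100% = no-cell wells with DMSO; some compounds called inactive have numbers as strong as hits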
HTR5A ag ctr: activates human HTR5A in OPRM1-OPRD1 agonist counter-screen; P47898; HTR5A agonist assay, luminescence, cell-based; activation, % at 9.3 µM; hit rate 0.61% among 340,000; AID 504692; in the data active = activation mostly above about 9.5%, no sharp cut-off; inactive = mostly below about 7.6%;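 also: 0% = cells with vehicle only and 100% = reference agonist; strong numbers were not always called active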
C-LANA FP: KSHV C-LANA DNA binding inhibition | MBP-C-LANA/FAM-LBS DNA binding, fluorescence polarization | inhibition, % at 9 µM | hit rate 0.078% among 340,000;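 active = highest replicate inhibition at or above 60% at 9 µM, even if other replicates fall short; inactive = all replicates below 60% inhibition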;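 also: 0% = neutral control wells and 100% = 4 µM acridine orange control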
CAL-PDZ inh HTS: inhibitors of human CAL PDZ peptide binding; Q9HD26; purified CAL PDZ, TMR-peptide fluorescence polarization, 1 h; inhibition, % at 24.9 µM; hit rate 0.92% among 300,000;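 active = mean inhibition of at least 30% with at least half of replicates also reaching 30%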;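 also: 0% = DMSO neutral control and 100% = excess unlabeled competitor peptide PRC23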
OPRM1-OPRD1 ag: agonists of human mu-delta opioid receptor heterodimerization | P35372+P41143 | cells, OPRM1-OPRD1 heterodimerization, luminescence | activation, % at 9.3 µM | hit rate 0.3% among 340,000; in the data active = activation above about 18%;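 also: 0% = vehicle-treated cells and 100% = reference agonist; values of inactives mirror those of a sister screen read the other way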
cardiac RTF act: cardiac RTF calcium sensitization | hit rate 0.24% among 340,000 | AID 493008 | activation, % at 7.2 µM | P19429+P45379 | IANBD-labeled TnC RTF fluorescence at EC20 calcium; 0% EC20 calcium, 100% full calcium;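 active = activation above the mean over all tested compounds plus 3 SD, cut at about 30% in these data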;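 also: rise in fluorescence read as greater calcium sensitivity of cardiac thin filaments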
An asterisk follows results filed as active; . = not tested or not shown.

Each structure is followed by: V-ATPase pH	OPRM1-OPRD1 inv	Keap1 Nrf2 FP	RTF Ca sens inh	HTR5A inv ag	HTR5A ag ctr	C-LANA FP	CAL-PDZ inh HTS	OPRM1-OPRD1 ag	cardiac RTF act
1) CCCCNC(=O)CSc1nc2ccccc2c(=O)n1C1CCCC1
  2	-13	0	-13	-1	-4	-1.7	-8	2.6	1
2) COC(=O)c1cnc(NNC(=O)c2ccc([N+](=O)[O-])cc2)nc1C(F)(F)F
  2	13	4	4	29	-2	0.1	-1	-2.4	-4
3) CS(=O)(=O)N1CCN(C(=S)NCc2ccc(F)cc2)CC1
  -3	3	0	4	-11	7	-2.0	-5	-0.6	2
4) CCCN(C(=O)/C=C/c1nc2ccccc2s1)C1CCS(=O)(=O)C1 (configuration not stated)
  4	16	-5	-19	-1	2	0.1	-2	-4.2	4
5) COc1nc(-c2ccc(Cl)cc2)ccc1-c1noc(-c2ccco2)n1
  -4	1	4	-18	-18	-2	1.0	-3	-0.1	0
6) O=[N+]([O-])c1ccc(N2CCOCC2)cc1O
  0	16	-5	-8	6	-4	0.5	.	-3.2	0
7) O=C(CSc1ccccc1)N1CCCC(N2CCN(c3cccc(Cl)c3)CC2)C1 (configuration not stated)
  1	10	-6	-9	-15	4	1.9	-4	-1.8	2
8) Cc1ccc(CSc2ccc(-c3cccs3)nn2)cc1
  -5	-9	-3	6	-5	2	0.8	-4	1.6	-4
9) CCOC(=O)c1ccc(NC(=S)Nc2cccc(N)n2)cc1
  0	-14	4	-1	4	5	2.0	-4	2.7	0
10) O=C(Cc1cccs1)N1CCN(c2ccccn2)CC1
  4	-1	-5	12	-1	1	-0.1	-1	0.2	3
11) CC(C)c1cccc(C2=CC(=O)C[C@H](c3ccc(F)cc3)C2)c1
  3	-28	-4	8	-14	5	-2.1	-11	5.0	0
12) CCS(=O)(=O)N1CCC(NC(=O)C(Cc2cccc(OC)c2OC)NC(C)=O)CC1 (configuration not stated)
  0	13	-4	-3	-8	2	2.3	-8	-2.6	1
13) Cc1ccc(NC(=O)c2ccc(Cl)cc2Cl)cc1O
  5	2	-1	0	-24	8	-1.1	-4	-0.3	14
14) Cc1ccccc1S(=O)(=O)Cc1ccc(C(=O)NCCCN2CCC(C)CC2)o1
  3	9	1	-4	-49	6	0.9	1	-1.8	3
15) CCCn1cc(SCC(=O)NCC2CCCO2)c2ccccc21 (configuration not stated)
  -1	-5	2	-4	-40	1	0.7	-2	0.9	4
16) COCC1CCCN(Cc2cn(Cc3ccccc3)nc2-c2cc3ccccc3o2)C1 (configuration not stated)
  -2	-27	-3	-1	8	-3	-0.9	-12	5.6	1
17) CCOc1ccc(C(=O)CC(=O)C(=O)NCCc2ccc(OC)c(OC)c2)cc1
  7	-6	0	-12	11	-4	1.9	-1	1.2	5
18) O=C1Cc2ccccc2C(c2ccccc2)N1 (configuration not stated)
  -1	13	3	-3	-7	-3	0.8	0	-2.4	9
19) C=CCN1C(=O)C2(OCCCO2)c2c(C)ccc(C)c21
  -1	-5	-4	4	13	-4	-0.4	-1	1.1	-4
20) Brc1ccc(-c2nc(-c3cccnc3)no2)o1
  0	2	1	3	-6	1	-1.4	-2	-0.4	0
21) Cc1ccc2c(c1)c1c(n2C)C(C(N)=O)CCC1 (configuration not stated)
  -2	4	-5	-3	-3	2	-0.4	.	-0.8	0
22) O=C(NCC1CCCO1)C1CC(c2ccc(Cl)c(Cl)c2)=NO1 (configuration not stated)
  2	5	-5	0	-6	-3	-1.3	-4	-0.9	-2
23) O=[N+]([O-])c1ccc(N2CCN(Cc3ccc(Br)o3)CC2)cc1
  -1	4	2	-5	14	-4	-1.6	-5	-0.8	0
24) O=C(CCl)Nc1cc(S(=O)(=O)N2CCOCC2)ccc1N1CCOCC1
  -2	7	-3	12	-12	4	0.0	-3	-1.3	1
25) S=c1[nH]nc(CSCc2ccccc2Cl)n1-c1ccccc1
  -3	15	-1	-1	-17	-4	-0.6	-3	-3.0	1
26) O=C(CSc1nnc(-c2ccncc2)n1Cc1ccco1)Nc1cccc(O)c1
  5	-5	3	-3	4	-2	-1.8	7	0.9	4
27) CCCCN1C(=O)/C(=C/C=C2/C=Cc3ccccc3N2CC)SC1=S
  -3	6	-4	-15	6	-2	-1.3	-4	-1.2	1
28) O=C(CCc1ccccc1)N[C@@H]1c2ccccc2CC[C@@H]1OCc1ccccc1
  -4	2	5	-2	5	-1	1.4	4	-0.3	1
29) CCOc1ccccc1/C=N/NC(=O)c1nnn(-c2nonc2N)c1CN1CCCCCC1
  1	9	0	-4	-8	3	2.2	0	-1.6	8
30) Cc1cc(C)cc(C(=O)NCCn2cc(SCC(=O)N3CCOCC3)c3ccccc32)c1
  -1	3	-2	-9	-7	-4	-5.3	-3	-0.5	2
31) CC(=O)Nc1ccc(NC(=O)C2CC(=O)Nc3nc4ccccc4n32)cc1 (configuration not stated)
  -2	.	1	5	.	.	0.2	-3	.	-2
32) COc1ccc(NC(=O)C2CCCN(C(=O)c3ccc(Cl)cc3)C2)cc1Cl (configuration not stated)
  0	5	-4	2	2	-1	-1.3	22	-1.3	-1
33) Cc1ccc(NS(=O)(=O)c2ccc(C(=O)NCC(c3ccco3)N(C)C)cc2)cc1 (configuration not stated)
  1	2	-6	-2	-5	5	-0.7	4	-0.4	3
34) CCOc1ccc(N2CC(C(=O)NCC(=O)Nc3ccc(F)c(F)c3F)CC2=O)cc1 (configuration not stated)
  5	1	-1	-6	11	-4	0.1	-2	-0.3	1
35) CCc1ccc(-c2ccc(SCc3ccccn3)nn2)cc1
  -3	-3	-6	2	38	-3	-1.2	1	0.7	1
36) O=C(c1cc(-c2ccc(F)cc2)on1)N1CCCC1
  5	3	-3	-2	9	0	1.1	1	-0.5	3
37) COc1cccc(CNS(=O)(=O)c2cc3c(cc2Cl)NC(=O)CO3)c1
  0	3	-2	-5	1	0	0.2	.	-0.6	-1
38) CCOc1ccc(NC(=O)C(=O)NCCN2CCN(C(=O)c3ccc(C)cc3)CC2)cc1
  2	-14	0	-8	-12	-1	-0.8	.	1.6	-2
39) O=C(NCCS(=O)(=O)N1CCCCC1)c1ccccc1
  -2	6	3	-10	-6	2	-2.9	-1	-0.9	5
40) COc1ccc(N2CC(C(=O)N(C)CC(=O)Nc3ccc(Cl)c(C(F)(F)F)c3)CC2=O)c(OC)c1 (configuration not stated)
  -1	-7	-1	-1	8	-3	0.1	.	1.0	-15
41) CCOC(=O)C1CCCCN1C(=O)c1ccc2nc(Cc3ccc(OC)cc3)oc2c1 (configuration not stated)
  -3	-8	1	-13	11	3	-0.6	-5	1.5	3
42) Cc1ccc(OCC(=O)Nc2ccccc2C(=O)NC2CC2)cc1C
  4	0	3	-15	-21	8	1.0	2	0.0	1
43) CCCCn1c(SCC(=O)NC2CCS(=O)(=O)C2)nc2ccccc2c1=O (configuration not stated)
  -1	22	-2	2	24	4	-0.5	-10	-4.1	-2
44) COc1cc2c(cc1NC(=O)CSc1nccn1C)oc1ccccc12
  2	22	0	5	2	-1	-1.0	-2	-4.4	-5
45) COc1ccccc1N1CCN(C2CCCC(C)C2)CC1 (configuration not stated)
  -3	1	2	-9	1	0	-0.1	-1	-0.1	5
46) CCOc1ccccc1-n1c(SCC(=O)N2CCOCC2)nnc1-c1ccccn1
  2	6	3	-11	-14	4	-0.5	42*	-1.1	-4
47) CC(C)(C)C(=O)N1CCN(c2ccc(Cl)cc2[N+](=O)[O-])CC1
  2	-4	2	14	3	-2	1.6	1	0.6	-9
48) OCCNc1ncnc2c1nnn2Cc1ccccc1
  2	12	-1	-8	6	13	3.0	.	-2.4	0
49) Cc1cc(C)cc(NC(=O)CSc2nc3ccccc3nc2N2CCCC2)c1
  -2	-8	-3	-4	15	0	-0.1	.	1.5	4
50) OC(C#CCN1CCCCC1)c1ccccc1 (configuration not stated)
  7	13	-3	-5	8	-1	0.2	-1	-2.4	1
51) CCc1nc2ccccc2n1CC(=O)OCC(=O)N(CC(C)C)c1c(N)n(Cc2ccccc2)c(=O)[nH]c1=O
  4	0	1	-12	10	4	-0.3	0	0.0	-1
52) O=[N+]([O-])c1ccc2[nH]c3nc4ccccc4nc3c2c1
  0	0	3	-7	-12	3	-0.1	0	0.1	-1
53) Cc1cc(-c2ccccc2C(=O)NC2CCCCC2)on1
  -6	-14	1	-3	-8	15*	-5.7	.	2.8	17
54) O=C(CCCCCN1C(=O)[C@@H]2Cc3ccccc3CN2C1=O)Nc1ccccc1F
  1	15	1	-4	7	3	-1.9	.	-3.0	5
55) Cc1ccc(S(=O)(=O)Nc2cccnc2)cc1
  -3	14	-4	3	9	2	0.2	1	-2.4	4
56) Cc1ccc2nc(Br)c3c(c2c1)OC(CBr)C3 (configuration not stated)
  -2	9	-3	1	0	0	-0.2	-5	-1.8	-6
57) C=CCN=C1NN=C(c2cc(C)n(CC=C)c2C)CS1
  0	9	-8	-12	18	-5	1.3	-4	-1.2	-1
58) COc1ccccc1/C=C/C(=O)Nc1ccc(S(=O)(=O)Nc2cc(C)on2)cc1
  -2	9	-2	-7	1	0	-1.1	-15	-1.8	-4
59) CCOc1ccc(NC(=O)CCN2C(=O)CSc3ccccc32)cc1
  4	18	-8	-5	3	-1	-1.0	-2	-4.7	-3
60) CCCN(CC(=O)Nc1cc(Cl)ccc1Cl)C(=O)CN1C(=O)C2CCCCC2C1=O (configuration not stated)
  -1	3	-2	-6	-22	9	1.1	.	-0.6	4

The list continues:
Each structure is followed by: V-ATPase pH	OPRM1-OPRD1 inv	Keap1 Nrf2 FP	RTF Ca sens inh	HTR5A inv ag	HTR5A ag ctr	C-LANA FP	CAL-PDZ inh HTS	OPRM1-OPRD1 ag	cardiac RTF act
61) Nc1ncnc2c1ncn2C1OC(COP(=O)(O)O)C(O)C1O (configuration not stated)
  12	4	-1	-6	-19	5	-1.2	0	-0.7	6
62) CN(C)C(=O)CNc1n[nH]c(=S)[nH]c1=O
  -5	-19	-3	-15	-8	3	-1.3	-1	3.8	4
63) COc1cccc(OC)c1C(=O)Nc1cccc(-c2ccc(N3CCOCC3)nn2)c1
  -4	-17	-4	-1	0	1	0.5	-12	2.6	2
64) CCCCCOC(=O)Cn1c(=O)oc2ccc(C)cc21
  0	15	2	1	11	-4	1.7	-4	-2.5	0
65) CC(=O)N1N=C(c2ccco2)CC1c1ccco1 (configuration not stated)
  -2	9	-5	-1	-10	-5	0.2	.	-1.7	7
66) Cc1cc(C)c(NC(=O)CNC(=O)c2ccc(-n3cncn3)c([N+](=O)[O-])c2)c(C)c1
  1	-3	-9	-2	-9	3	-0.2	2	0.4	0
67) O=C(Nc1ccc(Nc2ccccc2)cc1)C(Cl)(Cl)Cl
  2	-20	4	3	26	2	0.6	-1	3.9	4
68) O=[N+]([O-])c1ccc2c(c1)Nc1nc3ccccc3nc1N2
  -2	-7	-2	3	12	4	1.1	3	1.2	3
69) CCN1CCN(C(=O)C2CCCN(S(=O)(=O)c3cc(Cl)ccc3Cl)C2)CC1 (configuration not stated)
  -1	2	-4	2	2	-4	-0.9	0	-0.5	3
70) O=C(O)c1sccc1Oc1ccc(NS(=O)(=O)c2cccc(F)c2)cc1
  5	13	4	6	28	-8	-0.9	-4	-2.8	0

Bioassay records (PubChem BioAssay)
